Bioassay records (PubChem)
MT stabilizer: stabilizes microtubules in HeLa cells; HeLa tubulin immunostaining HCS, 24 h; share of cells brighter than vehicle mean+2SD; % tubulin-high responders, % at 10 µM; actives 0.83% (n = 200,000); AID 2205;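 active means plate Z-score above 3 for both tubulin-high and condensed-nucleus cell shares, with cell loss under 80%, at 10 µM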;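 further: anti alpha tubulin signal scored within the nucleus-defined area of each cell; some results filed as inactive read as strong as hits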
Hep lipid drop: hepatic lipid droplet formation modulation; AML12 mouse hepatocytes, oleate lipid droplets, BODIPY imaging; inhibition, % at 6.5 µM; actives 0.4% (n = 240,000); AID 1656;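 active means lipid droplet intensity inhibited by at least 50%, with more than 500 cells counted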
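Material – mouse AML12 hepatocyte cell line, fixed after treatment · Compound dosing – one dose, 6.5 µM compound · Times – compound with oleate, overnight · Measured by – Image-based BODIPY and DAPI two-channel analysis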
Dynein cargo inh: dynein cargo transport inhibition. 3617.4 mouse cells, GR-EGFP nuclear translocation imaging; test concentration mostly 20 µM; stimulated with dexamethasone, 1 µM; active compounds read low. z-score, hits read low. actives 0.47% (n = 220,000). AID 1381;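 active means plate z-score of nuclear minus cytoplasmic receptor signal below a set negative limit, without overly bright fluorescence or cell loss, cut at about -3.5 in these data, passing the limit was not always enough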;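 further: z-score of nuclear minus cytoplasmic ring GR-EGFP intensity difference per well; some compounds called inactive have numbers as strong as hits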
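Schedule: 48 h induction, then 1 h compound, then 30 min agonist, 37 °C. Buffer or medium: tetracycline-free induction medium containing charcoal-stripped FBS. Reagent: 1.0 µM final dexamethasone stimulus. Evaluation: nuclear versus cytoplasmic GR-EGFP signal, averaged per well. Signal: high-content fluorescence imaging after fixation.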
CSM14.1 death rescue: rescue of cells from ER stress-induced death, primary screen, 384-well, CSM14.1, thapsigargin, ATP luminescence (AID 1222); CSM14.1 thapsigargin-induced death rescue, ATP luminescence; higher % means a stronger effect; cellular ATP content (survival), % at 20 µM, or EC50 in µM where a hit was titrated; 190,000 tested, under 10 active;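 active means EC50 below 50 µM in the dose-response confirmation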;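 further: death triggered by thapsigargin at about 15 µM added after 2 h compound pretreatment; cell ATP read after overnight thapsigargin exposure of roughly 18 to 22 hours; normalized against plate controls of thapsigargin alone and 5% DMSO vehicle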
WT yeast gro inh: growth inhibition of WT yeast, mitochondrial fusion screen | mitochondrial fusion phenotypic screen, WT strain | inhibition, % at 10 µM | actives 2.1% (n = 190,000); in the data active means inhibition above about 58%; tested in S. cerevisiae
Autophagy mod: alters autophagy in cells. MEF GFP-LC3 puncta imaging; test concentration mostly 10 µM. calls only at 10 µM (by protocol). actives 0.98% (n = 190,000). AID 463193;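 active means percentage of spot-positive cells more than 3 SD above its plate mean, without a fluorescence outlier flag or 80% toxicity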;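 further: spot-positive cell cutoff set from DMSO-treated cells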
b-catenin transl: beta-catenin nuclear translocation modulation | HeLa beta-catenin nuclear translocation, immunofluorescence imaging | nuclear translocation activity, % at 5 µM | actives 0.3% (n = 190,000);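 active means nuclear translocation activity above 50% at 5 µM, with a well cell count of 50 or more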;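 further: per-cell ratio of nuclear to cytoplasmic median beta-catenin stain intensity; plate controls were DMSO negative control for no effect and GSK-3 inhibitor IX positive control for full effect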
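Test system: human HeLa cells, endogenous beta-catenin. Times: 24 h compound exposure, 37°C. Measured by: beta-catenin immunofluorescence imaging with DAPI.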
XIAP antagonists: XIAP antagonists, biochemical, IAP family, fluorescence polarization (AID 1018). XIAP BIR domain, fluorescence polarization peptide displacement; higher % means a stronger effect. displacement, % at 20 µM; hits with a dose series show IC50 in µM. actives 0.007% (n = 200,000); in the data active means displacement above about 50%; further: a part of the inactive calls stands beside numbers as strong as those of hits
Ins promoter up: MIN6 insulin promoter up-regulation; MIN6 insulin promoter-GFP reporter, high-content imaging; active compounds read high; z-score at 5 µM; actives 0.3% (n = 190,000); AID 1625;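 active means z-score above 3 at 5 µM with at least 500 cells counted in the well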
WT yeast gro inh mutant strain: further read-out of WT yeast gro inh, marked with its call; inhibition, %; mitochondrial fusion phenotypic screen, mutant strain inhibition
Dynein cargo inh cytoplasmic EGFP: further read-out of Dynein cargo inh, marked with its call; z-score; measured here: cytoplasmic GR-EGFP intensity; active compounds read high
Dynein cargo inh nuclear GR-EGFP: recorded beside Dynein cargo inh, whose call it bears; z-score; measured here: nuclear GR-EGFP intensity;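 lower value marks the stronger effect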
Dynein cargo inh cell count: recorded beside Dynein cargo inh, whose call it bears; z-score; measured here: cell count per field
Ins promoter up cell count: further read-out of Ins promoter up, marked with its call; cell count; measured here: cytotoxicity, nuclei count;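 total cells summed across four imaged fields per well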
Hep lipid drop cells 6.5 µM: further read-out of Hep lipid drop, marked with its call; cell count; measured here: cell count, cytotoxicity flag;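 cells counted across two imaged fields per well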
b-catenin transl cell count 5 µM: recorded beside b-catenin transl, whose call it bears; cell count; measured here: cell count, cytotoxicity flag
MT stabilizer Hoechst-high %: recorded beside MT stabilizer, whose call it bears; % Hoechst-high responders; measured here: nuclear condensation Hoechst responders;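 share of cells brighter than vehicle mean plus two SD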
MT stabilizer cytotoxicity %: also measured in MT stabilizer; calls as there; toxicity, %; measured here: cytotoxicity by cell density;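 0% = mean cell density of plate MIN control wells and 100% = no cells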
Autophagy mod cell loss 18 h: second read-out of Autophagy mod, no call of its own (marks repeat the call); toxicity, %; measured here: cell loss, nuclei count;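 cell loss after 18 h compound exposure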
An asterisk follows results filed as active; i = inactive; x = no result given.

SMILES	MT stabilizer	MT stabilizer Hoechst-high %	MT stabilizer cytotoxicity %	Hep lipid drop	Hep lipid drop cells 6.5 µM	Dynein cargo inh	Dynein cargo inh cytoplasmic EGFP	Dynein cargo inh nuclear GR-EGFP	Dynein cargo inh cell count	CSM14.1 death rescue	WT yeast gro inh	WT yeast gro inh mutant strain	Autophagy mod	Autophagy mod cell loss 18 h	b-catenin transl	b-catenin transl cell count 5 µM	XIAP antagonists	Ins promoter up	Ins promoter up cell count
CC(NC(=O)c1nn(C)c(=O)c2ccccc12)c1ccccc1 (stereo not drawn)	3.6	2.5	9.4	-11	717	-0.22	-0.27	0.18	0.76	-1.4%	18	-3	i	3	-0.8	1000	-5.0%	-0.15	908
Cc1ccc(OCCC(=O)OCC(=O)Nc2ccc(Cl)cn2)cc1	2.7	1.4	4.5	x	x	-0.49	-0.04	0.15	-0.25	-1.4%	17	22	i	-14	0.1	667	-7.0%	0.23	996
Cn1c(=O)oc2cc(S(=O)(=O)N3CCCC(C(=O)Nc4ccccn4)C3)ccc21 (stereo not drawn)	4.4	2.8	8.0	x	x	-0.25	-0.29	0.047	0.57	0.2%	5	-11	i	5	x	x	-2.1%	-1.3	974
O=C(c1cc2ccccc2oc1=O)N(Cc1ccco1)CC1CCCO1 (stereo not drawn)	1.8	1.8	5.7	4	758	-0.12	-0.19	-0.13	0.031	-0.5%	-2	-2	i	4	3.6	1016	-5.7%	0.9	877
CCCN1C(=O)C2(C(C(=O)c3ccc(C)o3)=C(O)C(=O)N2CCCOC)c2ccccc21 (stereo not drawn)	x	x	x	0	713	2.2	-0.16	1.7	-2.1	x	x	x	x	x	-0.1	1307	x	0.01	1062
CCOC(=O)c1cn(-c2ccc(F)c(F)c2F)c2c(F)c(F)c(F)cc2c1=O	3.2	2.4	6.2	1	745	-0.1	-0.15	-0.028	0.75	4.2%	5	12	i	8	-3.3	1190	-6.4%	x	x
COc1ccc(C2C(C(=O)NCc3ccccn3)CCC(=O)N2c2cc(OC)c(OC)c(OC)c2)cc1 (stereo not drawn)	1.8	2.8	5.8	-18	672	-0.46	-0.39	-0.25	0.38	2.3%	-18	2	i	-1	-0.5	1124	-1.8%	-0.7	1297
O=C(/C(=N/N=C/c1ccc(O)c(O)c1)c1ccccc1)c1ccccc1	4.2	2.5	1.3	-1	652	-2	-0.027	-0.98	1.7	0.4%	-9	5	i	10	-1.6	1092	-2.7%	-0.27	1500
CNC(=O)/C(=C\c1ccc2c(c1)OCO2)NC(=O)c1ccc(Br)cc1	5.0	2.3	1.2	16	645	0.025	0.88	0.46	0.16	2.9%	4	19	i	24	0.2	994	0.2%	-1.2	1471
Cc1ccc(F)cc1NC(=O)Cc1nn(C)c(=O)c2ccccc12	3.5	2.3	7.3	x	x	0.16	-0.28	0.23	0.32	-0.4%	-9	-10	i	19	-1.7	1383	-12%	-2.2	1084
O=C(O)c1n[nH]nc1-c1ccccc1	2.7	2.6	9.3	-16	689	-0.49	-0.11	-0.31	-0.29	-0.4%	-5	-8	i	-8	-2.4	1016	-5.9%	0.25	1480
CC(C)CC(=O)Nc1cccc(-c2nc3ccccc3[nH]2)c1	x	x	x	-17	663	0.24	-0.67	0.02	-0.96	x	x	x	x	x	0.8	1297	x	-0.62	1110
O=C(Nc1ccccc1C(=O)NCCCn1ccnc1)c1ccc(Cl)cc1Cl	3.5	1.8	7.8	-17	734	1.1	-0.26	0.49	-0.51	-1.8%	-6	2	i	-4	6.5	914	-2.2%	x	x
Cc1ccc(C(=O)Nc2nccs2)cc1S(=O)(=O)N1CCCCC1	9.7	2.1	11	x	x	-0.36	-0.18	0.39	0.28	-0.7%	29	30	i	4	2.7	1337	-5.7%	0.97	1571
COc1cc(NC(=O)c2ccccc2Cl)ccc1NC(=O)c1cccs1	2.4	2.1	4.2	8	717	1.5	-0.2	0.84	-0.059	0.1%	11	-7	i	10	-3.3	1168	-5.7%	0.03	1387
CC(C)NS(=O)(=O)c1ccc(OCC(=O)Nc2ccc3c(c2)OCCO3)cc1	3.5	2.2	3.3	-3	801	0.053	-0.26	0.01	-0.39	1.6%	-9	8	i	3	-1.4	1209	-4.4%	-0.04	1291
Cn1c(=O)c2c(nc(Sc3ccccc3N)n2C)n(C)c1=O	x	x	x	0	713	0.32	-0.28	0.17	0.25	x	x	x	x	x	-0.2	1317	x	-0.17	1157
Cn1nc(C(F)(F)F)c(C#N)c1N1CCN(c2ccccc2)CC1	2.1	1.0	11	-3	759	1	-0.14	0.85	0.46	2.8%	36	42	i	-1	1.7	957	-3.9%	0.8	698
COC(=O)C1=C(C)OC(N)=C(C#N)C1c1ccc(OC)c(CSc2ccccn2)c1 (stereo not drawn)	3.4	1.6	2.0	4	656	-0.48	-0.065	0.23	0.53	1.0%	5	24	i	12	1.5	1074	-0.7%	-0.29	1898
O=C(SCC(O)C(O)CS)c1cccs1 (stereo not drawn)	x	x	x	-1	605	-0.87	-0.77	-0.35	0.77	x	x	x	x	x	-0.5	1071	x	0.51	751
NC(=O)CSc1nc(C2CC2)nc2sc3c(c12)CCCC3	2.5	1.5	7.3	4	687	1.3	-0.25	0.4	-0.55	-1.7%	9	4	i	1	-1.0	912	-10%	-0.71	1559
Cc1cccc(C)c1NCc1nnc(SCC(=O)Nc2nc(-c3ccccc3)cs2)n1-c1ccccc1	3.8	1.4	4.8	-2	656	-0.45	1.1	-0.28	0.91	2.3%	-8	-6	i	-2	1.8	1055	-2.7%	-0.62	1415
CC(C)(C)n1nnnc1C(c1ccc(C(F)(F)F)cc1)N(Cc1ccccc1)Cc1ccco1 (stereo not drawn)	3.3	2.3	14	x	x	-0.68	-0.26	-1.1	0.57	1.6%	-2	3	i	6	-1.4	1341	-2.4%	-0.8	1588
CCCNC(=O)C(NS(=O)(=O)c1ccc2c(c1)c(=O)n(C)c(=O)n2C)c1ccccc1 (stereo not drawn)	7.9	2.1	4.7	x	x	1.9	-0.024	1.4	-1.2	0.6%	-5	-11	i	6	x	x	-2.8%	-0.34	1018
CC(C)CNC(=O)COC(=O)CCC(=O)c1ccc(F)cc1	1.9	1.4	4.2	16	772	-1.2	-0.41	-0.5	0.72	-0.9%	-28	-15	i	-9	x	x	-4.9%	0.81	932

Additional results follow:
SMILES	MT stabilizer	MT stabilizer Hoechst-high %	MT stabilizer cytotoxicity %	Hep lipid drop	Hep lipid drop cells 6.5 µM	Dynein cargo inh	Dynein cargo inh cytoplasmic EGFP	Dynein cargo inh nuclear GR-EGFP	Dynein cargo inh cell count	CSM14.1 death rescue	WT yeast gro inh	WT yeast gro inh mutant strain	Autophagy mod	Autophagy mod cell loss 18 h	b-catenin transl	b-catenin transl cell count 5 µM	XIAP antagonists	Ins promoter up	Ins promoter up cell count
Cc1nc(N(C)C)c2sc(=S)n(Cc3ccccc3)c2n1	3.0	2.2	6.8	1	694	-0.44	-0.3	-0.2	0.45	-0.1%	-15	0	i	-26	-2.0	1112	-5.4%	0.5	1242
CCc1nnc(NC(=O)Cn2nnc(-c3ccccc3F)n2)s1	4.4	2.7	2.3	3	755	-1	-0.2	-0.16	0.76	3.1%	16	29	i	-5	-3.4	1162	-4.5%	-0.33	844
CCOC(=O)c1nnn(CC(=O)N2N=C(c3cccc4ccccc34)CC2c2ccccc2)c1C(=O)OCC (stereo not drawn)	3.0	2.4	6.6	5	741	-0.28	-0.25	0.14	0.47	1.7%	-7	3	i	-5	0.8	588	0.8%	x	x
N#Cc1c(-c2ccccc2)ccn(Cc2cccc(Cl)c2)c1=O	1.0	2.4	1.8	x	x	-0.08	-0.19	-0.33	-0.16	0.4%	22	14	i	3	x	x	-2.8%	x	x
Cc1cc(=O)n2nc(N3CCCC(C(=O)N4CCc5ccccc54)C3)sc2n1 (stereo not drawn)	4.2	2.9	8.7	-28	681	0.1	-0.27	-0.086	1.3	x	10	23	i	14	x	x	-5.5%	x	x
C=CCn1c(SCC(=O)Nc2ccccc2C)nnc1-c1ccncc1	1.8	2.2	4.0	-1	794	-0.48	-0.18	-0.34	-0.23	-2.1%	-8	-7	i	-1	-8.0	1281	1.6%	-0.61	1235
O=C(O)CCC(=O)Nc1ccc(C(=O)OC2CCCCC2)cc1	4.7	2.9	5.7	x	x	-0.62	-0.25	-0.29	0.36	0.6%	1	-11	i	16	-1.1	1182	-5.5%	0.7	853
CCN(CC)c1nc2ccccc2c(N)c1-c1ccccc1	3.8	1.9	7.5	x	x	0.4	-0.063	0.6	-0.29	1.9%	11	-2	i	1	-0.5	1408	-1.7%	-1.9	826
Cc1cc(C)[n+](-c2ccc(Oc3ccccc3)c(S(=O)(=O)[O-])c2)[nH]1	x	x	x	11	739	-0.58	-0.24	-0.28	0.82	x	x	x	x	x	0.3	1309	x	0.41	995

Rows were taken by chance. About 4% of those tested had a hit in this group.
